# All columns: NCI-60 one-dose screen, growth in % after 48 h at 10 µM unless noted; 100 = growth as untreated, 0 = no growth, -100 = all killed.
# HT29: HT29 colon cancer; 81,000 compounds, 7.4% hits
# COLO 205: COLO 205 colon cancer. AID 1794742. 79,000 compounds, 7.3% hits
# NCI-H322M: NCI-H322M lung cancer | 80,000 compounds, 2.7% hits
# NCI-H522: NCI-H522 lung cancer; AID 1794739; 78,000 compounds, 8% hits
# NCI-H23: NCI-H23 lung cancer | AID 1794731 | 80,000 compounds, 4% hits
# NCI-H226: NCI-H226 lung cancer. 79,000 compounds, 3.5% hits. AID 1794732
# NCI-H460: NCI-H460 lung cancer. 82,000 compounds, 6.8% hits. AID 1794736
# A498: A498 renal cancer cells; 76,000 compounds, 5.4% hits; AID 1794774
# RXF 393: RXF 393 renal cancer cells | 77,000 compounds, 6.9% hits | AID 1794773
# An asterisk follows results filed as active; . = no result given. The calls were made as follows: active = growth percent below 10; inactive = the rest.
SMILES,HT29,COLO 205,NCI-H322M,NCI-H522,NCI-H23,NCI-H226,NCI-H460,A498,RXF 393
COc1cc(-c2nnc(SCC(=O)Nc3ccc(/C(C)=N\O)cc3)o2)cc(OC)c1OC,91,99,102,80,94,116,108,106,119
O=C(/C=C/c1ccc(Br)cc1)c1ccc(-n2cc(CN3CCN(c4cc5c(cc4F)c(=O)c(C(=O)O)cn5C4CC4)CC3)nn2)cc1,92,107,87,78,85,84,86,57,88
CCCCC(C)(C)O,105,109,102,103,98,105,98,96,108
C1CC(=NN=C2CCSCC2)CCS1,102,105,124,90,97,103,99,82,111
CC1(C)CC[C@]2(C(=O)NCCCCCCN(CCCN)CCCN)CC[C@]3(C)C(=CC[C@@H]4[C@@]5(C)CC[C@H](O)C(C)(C)[C@@H]5CC[C@]43C)[C@@H]2C1,110,102,95,101,105,100,102,117,113
O=C(N/N=C/c1ccc(F)cc1)c1ccc2cccc(O)c2n1,98,95,101,93,93,91,100,.,115
Cc1ccc(NC(=O)COC(=O)c2ccc(S(=O)(=O)N3CCCCCC3)cc2)cc1,106,.,131,96,107,91,106,128,89
O=c1[nH][nH]c(=O)c2c1[nH]c(=S)n2Cc1ccccc1,122,105,131,101,101,.,115,104,108
O=S(=O)(Nc1ccccc1)N1CCCCC1,109,102,112,.,104,101,107,111,113
COC(=O)CC1(CC(=O)OC)OCCO1,99,111,101,.,103,102,109,109,110
CC1(C)NC(=O)NC1=O,.,.,111,86,99,121,119,108,109
COc1ccc(/C=C/C(=O)c2cc3c(N)c(C(=O)Nc4ccccc4C)sc3nc2C)cc1,-28*,-30*,36,-28*,36,53,1.2*,17,-23*
O=C(/C=C/C12c3ccccc3C(c3ccccc31)C1C(=O)NC(=O)C12)c1ccco1 (stereo unspecified),13,46,30,17,29,82,11,62,1.7*
Nc1nc2c(c3ncncc13)C(c1cccc(C(F)(F)F)c1)Cc1ncncc1-2 (stereo unspecified),9.7*,.,39,33,18,56,10,-6.1*,6.3*
COc1cccc(C(=O)Nc2ccc(CN3CCc4nc5cc(OC)c(OC)cc5cc43)cc2)c1,16,44,62,43,57,68,9.4*,21,49
O=C(O)/C=C/c1ccccc1[N+](=O)[O-],102,106,93,97,108,103,116,110,108
O=CNC(C=O)C(O)C(O)C(O)CO (stereo unspecified),93,118,118,105,114,98,105,115,96
COc1ccc(CC(C)=C(c2ccc(OCCN3CCCCC3)cc2)c2ccc(OCCN3CCCCC3)cc2)cc1,86,103,94,103,103,100,102,107,79
COC(OC)c1ccccc1,.,107,103,101,105,108,117,132,101
COc1ccc2c(ccc[n+]2CC(=O)c2ccccc2)c1,96,106,102,89,96,91,107,108,.
Cc1nc(N)nc(N(C)c2ccccc2)c1Br,93,129,98,115,102,108,98,.,109
O=C(NCc1ccccc1)Nc1ncccc1OCc1ccccc1,102,112,95,82,93,92,101,83,103
CCOC(=O)C(=O)O,104,102,104,97,102,.,109,101,110
O=C1[C@H]2Cc3c([nH]c4ccccc34)[C@@H](c3c(Cl)cccc3Cl)N2C(=O)CN1C1CCN(Cc2c(Cl)cccc2Cl)CC1,90,110,96,91,103,83,99,84,100
CC(=O)OC[C@H]1OC(Sc2sc(C(=O)c3ccc(Cl)cc3)c(N)c2-c2nc3ccccc3s2)[C@H](OC(C)=O)[C@@H](OC(C)=O)[C@@H]1OC(C)=O (stereo partly specified),81,90,94,88,63,76,68,88,112

# In a second layout: entries from further up
structure	HT29	COLO 205	NCI-H322M	NCI-H522	NCI-H23	NCI-H226	NCI-H460	A498	RXF 393
CC(=O)OC[C@H]1OC(Sc2sc(C(=O)c3ccc(Cl)cc3)c(N)c2-c2nc3ccccc3s2)[C@H](OC(C)=O)[C@@H](OC(C)=O)[C@@H]1OC(C)=O (stereo partly specified)	81	90	94	88	63	76	68	88	112
CCOC(=O)C(=O)O	104	102	104	97	102	.	109	101	110
O=C1[C@H]2Cc3c([nH]c4ccccc34)[C@@H](c3c(Cl)cccc3Cl)N2C(=O)CN1C1CCN(Cc2c(Cl)cccc2Cl)CC1	90	110	96	91	103	83	99	84	100
COc1ccc(/C=C/C(=O)c2cc3c(N)c(C(=O)Nc4ccccc4C)sc3nc2C)cc1	-28*	-30*	36	-28*	36	53	1.2*	17	-23*
COC(OC)c1ccccc1	.	107	103	101	105	108	117	132	101

# (listing goes on)
SMILES,HT29,COLO 205,NCI-H322M,NCI-H522,NCI-H23,NCI-H226,NCI-H460,A498,RXF 393
Cc1nc2sc(C(=O)Nc3ccncc3)c(N)c2cc1C(C)O (stereo unspecified),86,118,80,85,100,87,102,82,90
CCc1nn2c(-c3ccc(F)cc3)c(-c3cc(OC)c(OC)c(OC)c3)nc2s1,76,95,90,64,100,94,96,70,91
Clc1ccc2c(c1)C(Br)c1cc(Cl)cc(Cl)c1-2 (stereo unspecified),111,103,81,.,15,14,100,120,.
Clc1ccc(-c2ccc(-c3ccc(/C=N/NC4=NCCN4)cc3)s2)nc1,100,117,100,99,101,97,100,76,79
O=C(O)c1cn(C2CC2)c2cc(N3CCN(Cc4nc5c(cnn5-c5ccc(Cl)cc5)c(=O)[nH]4)CC3)c(F)cc2c1=O,103,113,101,92,97,104,106,83,100
COCCCNc1ncnc2[nH]ncc12,106,119,109,97,107,90,105,130,122
Cc1cccc(C(=O)O)c1,106,115,134,.,99,115,103,90,114
CC(=O)Nc1ccc([I+]c2ccc([N+](=O)[O-])cc2)cc1,81,63,95,47,85,80,104,104,129
CC(=O)Nc1cccc(Oc2ncccc2[N+](=O)[O-])c1,100,122,127,105,99,116,106,94,110
Cc1nn2c(-c3nc4cc(Cl)c(F)cc4[nH]3)c(-c3ccccc3)nc2s1,101,106,97,82,89,99,98,81,97
CC1=NC(C(=O)O)CC1 (stereo unspecified),95,100,112,87,98,96,106,92,101
O=C1CSC(=S)N1/N=C/c1c(F)cccc1Cl,97,109,.,91,92,86,102,103,89
Cc1cc(C)c(C#CC(=O)O)c(C)c1C,86,99,108,64,97,96,103,100,.
COc1ccc(OCC(O)CN2CCN(c3ccccc3C)CC2)cc1 (stereo unspecified),97,96,114,92,107,101,103,98,122
CC(=O)c1ccc(-n2cc(CN3CCN(c4cc5c(cc4F)c(=O)c(C(=O)O)cn5C4CC4)CC3)nn2)cc1,91,110,89,89,83,70,91,77,72
C[C@H](C(=O)N[C@@H](Cc1ccc(-c2ccc(S(=O)(=O)O)cc2)cc1)C(=O)NC1CC(C)(C)NC(C)(C)C1)c1ccc(-c2ccccc2)c(F)c1,82,105,99,.,99,90,103,98,103
Nc1cc(N)ncn1,104,104,103,104,95,94,107,94,.
COc1ccc(-n2ncn(CCCCCCn3cnn(-c4ccc(OC)cc4)c3=O)c2=O)cc1,101,.,88,76,83,80,103,101,98
NS(=O)(=O)c1ccc(Nc2nc(SCC(=O)c3ccccc3)nc3ccccc23)cc1,63,87,79,73,.,69,53,60,90
CCCCC/C=C\C/C=C/CCCCCCCC1=NC(C)(CO)CO1 (stereo unspecified),99,112,97,.,101,91,104,106,104
CC(C)CC(Br)C(=O)NCC(=O)NC(Cc1ccccc1)C(=O)O (stereo unspecified),104,118,104,.,104,99,103,108,104
O=C(CCCCCN1CC(=O)N2[C@@H](c3ccc(Br)cc3)c3[nH]c4ccccc4c3C[C@H]2C1=O)NO,102,105,86,72,83,81,78,110,86
O=C1NC(c2ccccc2)(c2ccccc2)C(=O)N1CCN1C(=O)c2ccccc2C1=O,107,114,104,103,103,100,105,81,106
Cc1ccc(NC(=S)NC(=O)c2cccs2)cc1,105,117,98,91,96,102,106,93,110
Cc1ccc(-c2nc3sc(C)nn3c2-c2nc3ccc(Cl)cc3[nH]2)cc1,92,105,88,.,106,98,98,74,92

# New compounds follow:
SMILES,HT29,COLO 205,NCI-H322M,NCI-H522,NCI-H23,NCI-H226,NCI-H460,A498,RXF 393
COc1cc2ccc(CC#N)cc2cc1OC,92,105,90,90,93,108,101,78,104
CC(C)Cc1cc(CNC(=O)CN2CCN(c3ccccc3)CC2)nn1-c1ccccc1,74,112,95,69,91,88,100,85,97
Cn1cc(C2=N[C@](C)(C(=O)N[C@H](C(=O)NC(C)(CO)C(=O)O)[C@H]3CCCN3)CO2)c2c(O)cc(Cl)cc21 (stereo partly specified),99,100,98,92,97,94,84,101,129
O=C1C(=O)c2ccc(Br)cc2-c2cc(Br)ccc21,105,119,91,0.7*,42,89,79,115,26
CSc1nc(Nc2ccc(C(C)=O)cc2)c(C#N)c(-c2cccc([N+](=O)[O-])c2)n1,112,109,104,98,97,98,100,57,104
C=CCN=C1NC(CC(=O)OCC)CS1 (stereo unspecified),103,126,102,102,104,101,106,79,110
CCCCCCCNc1nc(C#N)ncc1-c1ccc(C(F)(F)F)cc1,93,102,106,77,98,96,103,103,100
Cc1ccc(S(=O)(=O)Oc2ccc(Cl)c(C)c2)cc1,110,104,94,86,103,94,108,93,120
O=S(=O)(Cc1ccc(CS(=O)(=O)c2ccc(Cl)cc2)cc1)c1ccc(Cl)cc1,124,97,144,98,112,98,103,102,102
CC(C)(Cl)C1CC=C(CC(Cl)(Cl)Cl)CC1 (stereo unspecified),104,110,95,101,102,107,108,95,106
CC1=C([Se]CC(OC(=O)[C@@H](CSSC(C)(C)C)NC(=O)OC(C)(C)C)C(=O)NC(C)(C)C)C(=O)c2ccccc2C1=O (stereo partly specified),-7.0*,-85*,-74*,7.0*,-64*,-57*,-52*,-29*,-67*
CCOC(=O)C(CC(=O)c1ccc2c(c1)OCO2)Cc1cc(OC)c(OC)c(OC)c1 (stereo unspecified),101,107,101,85,94,101,104,102,109
Fc1ccc(CSc2nnc(-c3ccc(Cl)cc3)n2-c2ccccc2)cc1,78,120,93,75,102,89,100,63,101
O=C(NCn1c(=O)[nH]c2ccccc2c1=O)N1CCN(C(=O)NCn2c(=O)[nH]c3ccccc3c2=O)CC1,103,113,100,91,90,89,98,106,93
COc1cccc(-c2nc3sccn3c2-c2ccnc(NCCN3CCCN(C)S3(=O)=O)n2)c1,51,46,91,96,104,79,70,98,75
C/C=C\c1ccc(OCc2ccccc2)c(OC)c1,95,112,122,102,105,102,108,71,107
N#CC1(N)c2ccccc2-c2ccccc21,106,110,96,95,99,100,104,102,110
S=C1CC2CCCC(C2)N1 (stereo unspecified),106,118,114,102,108,101,105,69,110
CCc1cc2c(cc1C(C)=O)C(C)(C)CC(C)C2(C)C (stereo unspecified),96,103,92,90,91,101,112,103,112
CCCC(C)Sc1nc2c([nH]1)c(=S)n(C)c(=O)n2C (stereo unspecified),90,125,100,76,92,100,80,88,106
CCn1cc(C(=O)O)c(=O)c2cc(F)c(N3CCN(C(C)C(=O)Nc4ccc(/C(C)=N/OC)cc4)CC3)cc21 (stereo unspecified),100,110,89,87,90,97,103,81,98
Clc1nc2ccccc2cc1Cn1nnnc1SCc1ccccc1,94,108,102,64,61,64,91,55,95
Cc1cc(NCc2cc(Nc3ccnc4cc(Cl)ccc34)ccc2F)nc(N2CCN(C)CC2)n1,-25*,-73*,34,-31*,39,64,-45*,-27*,-27*
COc1ccc(-c2nc(SCC(C)C)nc(N/N=C\c3cccc([N+](=O)[O-])c3)c2C#N)cc1,50,86,38,59,46,38,14,48,18
Nc1nc2c3ccncc3cc(-c3cccc(Cl)c3)c2c2cnccc12,33,21,70,48,67,33,13,-12*,10

# Further compounds follow.
SMILES,HT29,COLO 205,NCI-H322M,NCI-H522,NCI-H23,NCI-H226,NCI-H460,A498,RXF 393
CN(C)S(=O)(=O)Oc1ccc(-c2sc3cc(OS(=O)(=O)N(C)C)ccc3c2C(=O)c2ccc(OCCN3CCCCC3)cc2)cc1,8.8*,36,88,40,74,65,32,85,27
CN(C)CCCOc1cccc2c1C(=O)c1c(OCCCN(C)C)cccc1C2=O,37,61,.,66,66,75,64,91,72
CN1CCN(Cc2ccc(NC(=O)c3cncc(C#Cc4nc(N)nc5[nH]ncc45)c3)cc2C(F)(F)F)CC1,55,22,114,-37*,102,.,112,102,79
CCOc1nc(-c2ccccc2)cc2c(O)c(C(=O)NC)[nH]c(=O)c12,107,115,100,90,109,107,120,103,104
O=C(O)CCC(=O)/C=C/c1cc(Cl)ccc1O,107,103,94,98,108,99,104,118,126
CCCn1c(NC(=O)c2cccc(C(N)=O)c2)nc2ccc(CN3CCCCC3)cc21,91,97,82,94,90,102,82,159,46
c1ccc2sc(-c3cnn4cccnc34)nc2c1,114,121,95,106,95,.,87,118,115
Cc1ccc2nc(CN(CCN(Cc3nc4ccc(C)cc4[nH]3)Cc3nc4ccc(C)cc4[nH]3)Cc3nc4ccc(C)cc4[nH]3)[nH]c2c1,-98*,-93*,-96*,-86*,-57*,-97*,-95*,-94*,-93*
O=C(O)/C=C/C(=O)N1CCOCC1,86,97,103,73,95,84,105,108,85
COc1cc(C2CC(c3cc(Cl)c(C)cc3O)=NN2c2ccc(S(N)(=O)=O)cc2)cc(OC)c1OC (stereo unspecified),1.5*,-100*,41,8.9*,3.1*,23,-68*,43,-2.7*
COc1cc(/C=C(/C)C[N+](=O)[O-])ccc1O,101,87,93,72,98,104,106,.,91

# Taken from above:
# CN(C)S(=O)(=O)Oc1ccc(-c2sc3cc(OS(=O)(=O)N(C)C)ccc3c2C(=O)c2ccc(OCCN3CCCCC3)cc2)cc1 in A498 = 85
# CCOc1nc(-c2ccccc2)cc2c(O)c(C(=O)NC)[nH]c(=O)c12 in NCI-H460 = 120

# Given field by field: two of the compounds above
CN(C)CCCOc1cccc2c1C(=O)c1c(OCCCN(C)C)cccc1C2=O
  HT29: 37
  COLO 205: 61
  NCI-H322M: .
  NCI-H522: 66
  NCI-H23: 66
  NCI-H226: 75
  NCI-H460: 64
  A498: 91
  RXF 393: 72

CN1CCN(Cc2ccc(NC(=O)c3cncc(C#Cc4nc(N)nc5[nH]ncc45)c3)cc2C(F)(F)F)CC1
  HT29: 55
  COLO 205: 22
  NCI-H322M: 114
  NCI-H522: -37*
  NCI-H23: 102
  NCI-H226: .
  NCI-H460: 112
  A498: 102
  RXF 393: 79
